Screens from PubChem BioAssay.
Platelet DG rel: platelet dense granule release activity; human platelet-rich plasma, SFLLRN dense granule ATP release, luminescence; inhibition, %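 (compounds screened at 7.5 µM in platelet-rich plasma)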; actives 0.22% (n = 300,000); AID 1663;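 active means mean replicate score, as percent of positive control, at or above 50; inconclusive means mean below 50 but at least one replicate at or above 50; inactive means mean and every replicate below 50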
TRPC6 act: activators of mouse TRPC6 channel. AID 2550. HEK293-TRPC6 membrane potential dye fluorescence; stronger effect = higher value. actives 0.13% (n = 310,000). B-score at 10 µM;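 active means B-score of the integrated fluorescence ratio above library mean plus 3 SD, and starting fluorescence ratio within library mean plus 5 SD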;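 further: higher score means more depolarization so channel activation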
TRPC4 inh: inhibitors of mouse TRPC4 channel | Q9QUQ5 | HEK293 TRPC4beta/mu-opioid, DAMGO-evoked Fluo4 calcium flux; stronger effect = lower value | B-score at 10 µM | actives 0.39% (n = 300,000) | AID 2247;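 active means B-score over 3 SD under the library average, no early fluorescence shift, positive overall ratio signal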
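Assay system: TRPC4beta/mu-opioid receptor HEK293 cell line; compound dosing: single concentration per test compound; detection: Fluo4 Ca2+ flux fluorescence; evaluation: per-well B score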
MrgX1 agonist: agonists of human MrgX1 receptor. Q96LB2. MrgX1-HEK293 cells, Fluo-4 calcium fluorescence, agonist mode; stronger effect = higher value. B-score at 10 µM. actives 0.44% (n = 310,000). AID 588627;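 active means calcium response B-score plate-corrected fluorescence ratio at least 3 library SD, with starting fluorescence B-score inside 5 SD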
Target sequence (Q96LB2 whole entry, looked up): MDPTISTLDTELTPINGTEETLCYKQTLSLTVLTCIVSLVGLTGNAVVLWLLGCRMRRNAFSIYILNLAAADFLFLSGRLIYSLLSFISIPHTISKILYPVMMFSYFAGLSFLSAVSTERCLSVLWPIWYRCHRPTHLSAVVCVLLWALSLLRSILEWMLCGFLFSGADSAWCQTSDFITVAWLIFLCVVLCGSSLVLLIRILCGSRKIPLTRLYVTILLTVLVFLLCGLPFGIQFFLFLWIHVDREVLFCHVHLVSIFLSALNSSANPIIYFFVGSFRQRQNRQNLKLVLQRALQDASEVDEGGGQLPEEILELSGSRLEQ
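Assay system: MrgX1-expressing HEK293 cells / Amount: fifteen thousand cells per well / Doses: test compound in the initial addition of three / Timing: cells plated overnight, dye loaded 0.5 h 37 °C, 0.5 h room temperature / Technique: kinetic calcium dye fluorescence, Fluo-4 NW / Control set: positive and negative controls per plate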
RGS4 pot: potentiators or activators of RGS4. HEK293 M3R/inducible RGS4, carbachol calcium flux Fluo4; stronger effect = lower value. B-score at 10 µM. actives 0.92% (n = 310,000). AID 463111;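 active means B-score of the integrated calcium signal more than 4 SD below the library mean, with starting fluorescence not abnormally high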;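 further: negative B-score means reduced calcium response which marks RGS4 activation or potentiation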
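System – HEK293 FlpIn-TREx cells, stable M3R, doxycycline-inducible RGS4 · Reagent – ECmax carbachol challenge · Times – compound preincubation 20 min at room temperature before agonist · Technique – Fluo4 fluorescence kinetic imaging of calcium · Measure – B score of integrated Fluo4 ratio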
MrgX1 PAM: human MrgX1 positive allosteric modulation, primary screen. MrgX1-HEK293, Fluo-4 calcium flux, FDSS; stronger effect = higher value. actives 0.63% (n = 310,000). AID 588675. Q96LB2. B-score at 10 µM;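 active means plate-corrected calcium response at least 3 library SD above typical, normal starting fluorescence, not activating the receptor alone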;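 further: compound read alongside a low EC10 to EC30 dose of BAM8-22 agonist; peak minus trough fluorescence over baseline measured at the second addition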
MrgX1 antagonist: antagonists of human MrgX1 receptor. B-score at 10 µM. MRGX1-HEK293 calcium flux, Fluo-4, BAM8-22 antagonism; stronger effect = lower value. Q96LB2. actives 1.3% (n = 310,000);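 active means calcium-response B-score plate-corrected more than 3 library SD below zero, starting fluorescence within 5 deviations, no agonist response on first addition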;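 further: peak minus trough fluorescence over baseline after final BAM8-22 challenge near maximal dose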
SKKanGAS inh: inhibitors of SKKanGAS S. pyogenes growth in kanamycin (SK-promoter or general growth effect); BacTiter-Glo, 6 h; inhibition, % at 7.5 µM; actives 1.3% (n = 300,000); AID 1662;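 active means mean replicate score, as percent of positive control median, at least 50; inconclusive means mean below 50 but one replicate at or above 50; inactive means mean and every replicate below 50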;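 further: strain carries kanamycin resistance gene driven by streptokinase promoter and grows in 40 µg/ml kanamycin; loss of luminescence reflects streptokinase promoter inhibition or plain growth inhibition; 0% = median of DMSO wells and 100% = positive control at its reference dose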
TRPC6 inh: blocks the mouse TRPC6 cation channel; Q61143; actives 1.1% (n = 310,000); B-score at 10 µM; HEK293-TRPC6, membrane potential dye, ACh-evoked depolarization; stronger effect = lower value;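 active means B-score under library mean minus 3 SD, initial fluorescence not abnormally high, positive integrated signal ratio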;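 further: B-score derived from integrated fluorescence ratio over the kinetic read; more negative B-score means stronger inhibition of depolarization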
HIF activator: HIF pathway transcriptional activation; U2OS HRE-luciferase reporter, luminescence; normalized: DMSO 0%, desferrioxamine 100%; activation, % at 7.5 µM (by protocol); actives 0.32% (n = 300,000); AID 1910;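 active means mean activation of at least 10% of the iron chelator positive control signal, with at least half of replicates also reaching 10%; inconclusive means mean and replicate majority disagree about reaching 10%; inactive means mean and most replicates under 10%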
RGS4 inh: inhibitors of human RGS4; P49798; HEK293 M3R/RGS4 inducible, Fluo-4 calcium flux; stronger effect = higher value; triggered by carbachol at its EC20; B-score at 10 µM; actives 0.45% (n = 310,000); AID 463165;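 active means B-score, a plate-corrected calcium signal, over three deviations above library mean, with baseline fluorescence within five deviations of library mean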;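 further: RGS4 expression induced by doxycycline in cells with stable M3 receptor; B-score is computed from the integrated fluorescence ratio over baseline after carbachol; higher B-score means a larger calcium signal and so more RGS4 inhibition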
Target sequence (P49798 whole entry, looked up): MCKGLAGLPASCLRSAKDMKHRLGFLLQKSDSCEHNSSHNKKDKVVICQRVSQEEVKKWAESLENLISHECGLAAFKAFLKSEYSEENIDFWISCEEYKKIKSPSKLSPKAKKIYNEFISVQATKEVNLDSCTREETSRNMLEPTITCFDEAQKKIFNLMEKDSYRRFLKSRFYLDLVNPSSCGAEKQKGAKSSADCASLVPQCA
* hit, by the source's call; i = inactive; ? = inconclusive; . = no result given.

SMILES	Platelet DG rel	TRPC6 act	TRPC4 inh	MrgX1 agonist	RGS4 pot	MrgX1 PAM	MrgX1 antagonist	SKKanGAS inh	TRPC6 inh	HIF activator	RGS4 inh
CC(C)C(=O)Nc1cccc(NC(=S)NC(=O)c2ccc([N+](=O)[O-])cc2)c1	-3	i	i	i	i	i	i	-3	i	-0.1	i
CC(Sc1ccccc1)C(=O)N/N=C/c1cccnc1 (centres undefined)	-2	i	i	i	i	i	i	-9	i	-0.2	i
O=[N+]([O-])c1ccc(-c2cn3nc(-c4ccccc4)c(-c4ccccc4)nc3n2)cc1	13	i	i	i	i	i	i	17	i	0.2	i
COc1ccc(CCNC(=O)C2CCCN(S(=O)(=O)c3cc(C)ccc3OC)C2)cc1OC (centres undefined)	-25	i	i	i	i	i	i	-2	i	-0.3	i
CSc1ncc(OCc2ccccc2)c(=O)[nH]1	.	i	i	i	i	i	i	4	i	.	i
Cc1ccnc(SCc2ccc(C(=O)O)cc2)n1	20	i	i	i	i	i	i	2	i	-7.9	i
Cc1noc(C)c1CCC(=O)NC1CCCN(Cc2ccc(CC(C)C)cc2)C1 (centres undefined)	4	i	i	i	i	i	i	-3	i	-0.2	i
Cc1ccc(C(=O)n2c(-c3ccccc3)cnc2SCC(=O)Nc2ccc(C)cc2C)cc1	-2	i	i	i	i	i	i	1	i	0.2	i
COc1ccc2[nH]c(=O)c(CN(C(=O)COc3ccccc3)C(C)C)cc2c1	1	i	i	i	i	i	i	4	i	0.1	i
O=C(O)CCN1C(=O)/C(=C2\C(=O)N(Cc3ccccc3Cl)c3ccccc32)SC1=S	4	i	i	i	i	i	i	11	i	0.8	i
Cc1nn(C)cc1C(C(=O)NC1CCCCC1)N(Cc1ccccc1Cl)C(=O)c1cnccn1 (centres undefined)	8	i	i	i	i	i	i	0	i	0.4	i
O=C(c1cc(COc2ccc(F)cc2Cl)on1)N1CCN(C2CCCCC2)C(=O)C1	8	i	i	i	i	i	i	2	i	0.1	i
C=CCn1c(=O)c(C(=O)Nc2ccccc2C(=O)OCC)c(O)c2ccccc21	-1	i	i	i	i	i	i	3	i	0.0	i
CCNC(=O)/C(C#N)=C/c1c(N2CCN(c3ccccc3)CC2)nc2c(C)cccn2c1=O	-1	i	i	i	i	i	i	2	i	-0.8	i
CCOC(=O)c1ccc(NC(=O)COc2ccc(CNCCO)cc2OCC)cc1	-10	i	i	i	i	i	i	-7	i	-0.4	i
CC(C)C(NS(=O)(=O)c1cccc2nsnc12)C(=O)NCCC1=CCCCC1 (centres undefined)	-20	i	i	i	i	i	i	0	i	-0.2	i
Cc1ccc(C)c(/C=C(\C(=O)O)c2ccc(S(=O)(=O)N3CCCCC3)s2)c1	1	i	i	i	i	i	i	30	i	0.9	i
CC(=O)Nc1cccc(-c2csc(Nc3ccccn3)n2)c1	-3	i	i	i	i	i	i	-8	i	0.2	i
Cc1cc(C)n2ncc(C(=O)NCc3ccccc3)c2n1	1	i	i	i	i	i	i	1	i	0.5	i
COc1ccccc1-c1nn2c(C3COc4ccccc4O3)nnc2s1 (centres undefined)	6	i	i	i	i	i	i	24	i	-0.2	i
COC(=O)C1CCN(C(=O)C2CCC(=O)N(CCCc3ccccc3)C2)CC1 (centres undefined)	5	i	i	i	i	i	i	-2	i	0.1	i
CC(OC(=O)CN1C(=O)NC2(CCCC2)C1=O)C(=O)c1ccc(C(C)(C)C)cc1 (centres undefined)	0	i	i	i	i	i	i	12	i	1.0	i
CCOC(=O)N=Nc1c(O)n(C)c2ccccc12	-7	i	i	i	i	i	i	-1	i	-0.1	i
O=C(COc1ccc(Br)cc1Cl)NC(=O)NCc1ccccc1	12	i	i	i	i	i	i	-15	i	0.5	i
Cc1ncoc1C(=O)Nc1cccc(Cl)c1C	4	i	i	i	i	i	i	-4	i	0.7	i
SMILES	Platelet DG rel	TRPC6 act	TRPC4 inh	MrgX1 agonist	RGS4 pot	MrgX1 PAM	MrgX1 antagonist	SKKanGAS inh	TRPC6 inh	HIF activator	RGS4 inh
CCN(CC)S(=O)(=O)N1CCC(C(=O)NCCN2CCOCC2)CC1	14	i	i	i	i	i	i	-3	i	0.3	i
Cc1nc(C(F)(F)F)c(C(=O)O)cc1-c1nc(-c2ccccc2)cs1	-5	i	i	i	i	i	i	4	i	0.9	i
CCN(C(=O)c1c(-c2ccccc2)noc1C)c1ccccc1	-2	i	i	i	i	i	-4.6*	1	i	-0.4	i
Cc1ccc(NC(NC(=O)c2cccs2)C(Cl)(Cl)Cl)cc1C (centres undefined)	-5	i	i	i	i	i	i	11	i	-40	i
CS(=O)(=O)N(CC(=O)Nc1ccccc1Cl)c1ccc(Cl)cc1	2	i	i	i	i	i	i	-6	i	0.0	i
Nc1cc(C(=O)OCC(=O)N2CCOCC2)ccc1Cl	23	i	i	i	i	i	i	-2	i	-2.5	i
COC(=O)c1ccsc1NC(=O)c1ccc(Cl)s1	5	i	i	i	i	i	i	-1	i	.	i
c1cc(-c2nnc3sc(C4CCCCC4)nn23)ccn1	1	i	i	i	i	i	i	1	i	0.1	i
O=C(N/N=C(\Cc1ncc[nH]1)c1ccccc1)c1cccnc1	.	i	i	i	i	i	i	.	i	.	i
COC(=O)c1c(NC(=O)CN2C(=O)NC(CCc3ccccc3)C2=O)sc2c1CCCCC2 (centres undefined)	0	i	i	i	i	i	i	40	i	0.0	i
COc1ccc(-c2cc(C(=O)Nc3c(C)n(C)n(-c4ccccc4)c3=O)no2)cc1	0	i	i	i	i	i	i	1	i	0.3	i
CCCn1c(=O)c(C(=O)NCc2ccc(OC)c(OC)c2)c(O)c2ccccc21	8	i	i	i	i	i	i	11	i	-0.1	i
CCOC(=O)C1=C(COc2ccccc2)NC(=O)NC1c1ccc(Br)cc1 (centres undefined)	4	i	i	i	i	i	i	17	i	-1.6	i
CC12CCC(C/C1=N/O)C2(C)C (centres undefined)	0	i	i	i	i	i	i	-4	i	0.2	i
C=CCn1c(O)c(N=NC(=O)C(O)c2ccccc2)c2ccccc21 (centres undefined)	7	i	i	i	i	i	i	-4	i	-0.1	i
O=C(NC1CCCCC1)C(c1ccco1)N(Cc1cccnc1)C(=O)C1COc2ccccc2O1 (centres undefined)	-3	i	i	i	i	i	i	2	i	0.3	i
Cc1cc(NS(=O)(=O)c2ccc(NC(=O)CCCOc3ccccc3)cc2)no1	0	i	i	i	i	i	i	3	i	-0.1	i
Cc1nnnn1/C(=C\c1ccccc1)C(=O)OCC(=O)N(C)C1CCS(=O)(=O)C1 (centres undefined)	7	i	i	i	i	i	i	-12	i	-0.3	i
CCCC(=O)Nc1ccc(NC(=O)CCc2ccccc2)cn1	.	i	i	i	i	i	i	-2	i	-1.7	i
CC(C)(C)C(=O)[C@@H]1[C@@H]2C(=O)N(c3ccc4c(c3)OCCO4)C(=O)[C@@H]2C2c3ccccc3C=CN21 (some centres undefined)	-9	i	i	i	i	i	i	0	i	0.6	i
CCN(CCO)Cc1csc2ccccc12	-4	i	i	i	i	i	i	-2	i	0.6	i
Cc1cc(C)n2nc(C(=O)OCC(=O)N(CCC#N)c3ccc(F)cc3)nc2n1	0	i	i	i	i	i	i	-2	i	-0.3	i
CC(C)[C@H](NC(=O)OCc1ccccc1)C(=O)OCc1ccccc1	11	i	i	i	i	i	i	-1	i	-2.2	i
CN1C(=O)CC2(CC(=O)N(Cc3ccccc3)C2)C1=O (centres undefined)	7	i	i	i	i	i	i	-2	i	-0.4	i
CCCCNC(=S)NNC(=O)c1cccnc1	2	i	i	i	i	i	i	1	i	-0.5	i
SMILES	Platelet DG rel	TRPC6 act	TRPC4 inh	MrgX1 agonist	RGS4 pot	MrgX1 PAM	MrgX1 antagonist	SKKanGAS inh	TRPC6 inh	HIF activator	RGS4 inh
CC(OC(=O)Cc1coc2ccc3ccccc3c12)C(=O)Nc1ncc(Cl)cc1Cl (centres undefined)	14	i	i	i	i	i	i	-7	i	0.0	i
CCCCSC(=O)Nc1ccccc1	5	i	i	i	i	i	i	7	i	2.4	i
Cc1c(NC(=O)C2(c3ccccc3)CCOCC2)c(=O)n(-c2ccccc2)n1C	-1	i	i	i	i	6.7*	i	0	i	-2.1	i
CC(=O)N(Cc1cccnc1)c1cccc(-c2nc3ccccc3s2)c1	-15	i	i	i	i	i	i	-2	i	0.0	i
O=C(N=C1SCC(=O)N1c1ccccc1Cl)c1ccccc1	1	i	i	.	i	.	.	-2	i	2.6	i
CCOC(=O)c1c(NC(=O)c2cccs2)sc(CC)c1-c1cccs1	6	i	i	i	i	i	i	60*	i	0.3	i
CCC(C)(C)NC(=O)C(OC(=O)c1cc2sccc2n1C)c1ccc(OC)cc1 (centres undefined)	-1	i	i	i	i	i	i	-2	i	0.0	i
O=C(Nc1cccc(C(F)(F)F)c1)c1cccnn1	0	i	i	i	i	i	i	2	i	-0.5	i
CCOC(=O)c1sc2cc([N+](=O)[O-])cc(SCC(C)C)c2c1N	7	i	i	i	i	i	-10*	0	i	0.5	i
Cc1ccc(OCC2Cn3c(nc4c3c(=O)[nH]c(=O)n4C)O2)cc1C (centres undefined)	1	i	i	i	i	i	i	-1	i	0.3	i
CCCCCCn1c(N2CCC(C(N)=O)CC2)nc2c1c(=O)[nH]c(=O)n2C	0	i	i	i	i	i	i	7	i	-0.4	i
N#CC1=C(O)CCCn2c1nc1ccccc1c2=O	3	i	i	i	i	i	i	4	i	-0.2	i
Cc1nn(Cc2ccccc2)c(N)c1C#N	12	i	i	i	i	i	i	-1	i	-0.5	i
O=C(NN=C1CCCCCC1)c1c[nH]c2ccccc12	-5	i	i	i	i	i	i	-1	i	1.6	i
CCNc1nc(Oc2ccc(=O)n(-c3ccccc3)n2)nc(N(C)C)n1	?	i	i	i	i	i	i	-4	i	-0.1	i
